TNAP act hiacc = increases human TNAP activity under high phosphate acceptor concentration; purified TNAP, CDP-star luminescence, 1 M DEA, 30 min; stronger effect = higher value; 0 = EDTA background, 1 = DMSO-only activity; activation factor at 20 µM; 200,000 tested, under 10 active; AID 1136;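 active = activation factor at least 2 at 20 µM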
Target sequence (P05186 whole entry, looked up): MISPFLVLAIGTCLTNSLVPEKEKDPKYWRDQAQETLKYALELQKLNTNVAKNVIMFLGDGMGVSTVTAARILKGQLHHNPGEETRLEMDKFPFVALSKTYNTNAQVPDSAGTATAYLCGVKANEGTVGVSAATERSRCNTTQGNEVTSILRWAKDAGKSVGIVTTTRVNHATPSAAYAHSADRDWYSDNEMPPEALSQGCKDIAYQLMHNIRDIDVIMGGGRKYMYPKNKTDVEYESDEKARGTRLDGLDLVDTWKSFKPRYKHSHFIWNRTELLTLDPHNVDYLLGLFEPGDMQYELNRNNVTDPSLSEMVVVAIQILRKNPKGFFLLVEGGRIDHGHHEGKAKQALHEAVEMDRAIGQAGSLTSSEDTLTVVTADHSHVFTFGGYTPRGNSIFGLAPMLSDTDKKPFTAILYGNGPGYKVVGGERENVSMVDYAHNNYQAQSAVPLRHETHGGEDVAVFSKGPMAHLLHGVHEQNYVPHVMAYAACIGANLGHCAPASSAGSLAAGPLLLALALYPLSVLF
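Assay system: human TNAP; Input: enzyme diluted 1/800 final; Reagent: CDP-star luminogenic substrate at 100 µM final; Timing: 30 min, room temperature; Signal: luminescence; Evaluation: TNAP activation factor scaled between EDTA and DMSO control wells.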
TR-FRET SRC-2 ct = TR-FRET artefact, counter-screen to PPARgamma/SRC-2 agonist assay; TR-FRET ratio at 8 µM; hit rate 0.4% among 200,000; AID 1049; stronger effect = higher value; in the data active = TR-FRET ratio above about 2000; note: inactives centre near 1500
TNAP inh noacc = TNAP (human) inhibition, acceptor-free conditions. P05186. purified TNAP, CDP-star luminescence, 30 min. inhibition, % at 20 µM. hit rate 0.26% among 200,000. AID 1012;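 active = tissue-nonspecific alkaline phosphatase inhibition above about 50% at 20 µM in the single-dose screen, limit read from the data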;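 note: 0% = DMSO negative control and 100% = EDTA positive control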
PPARg SRC1 recr = promotes SRC-1 coactivator recruitment by human PPARgamma | P37231 | PPARgamma-SRC-1 coactivator recruitment biochemical assay | activation, % at 8 µM | hit rate 0.41% among 200,000 | AID 631; in the data active = activation above about 19%;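 note: 0% = DMSO and 100% = reference agonist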
Target sequence (P37231 whole entry, looked up): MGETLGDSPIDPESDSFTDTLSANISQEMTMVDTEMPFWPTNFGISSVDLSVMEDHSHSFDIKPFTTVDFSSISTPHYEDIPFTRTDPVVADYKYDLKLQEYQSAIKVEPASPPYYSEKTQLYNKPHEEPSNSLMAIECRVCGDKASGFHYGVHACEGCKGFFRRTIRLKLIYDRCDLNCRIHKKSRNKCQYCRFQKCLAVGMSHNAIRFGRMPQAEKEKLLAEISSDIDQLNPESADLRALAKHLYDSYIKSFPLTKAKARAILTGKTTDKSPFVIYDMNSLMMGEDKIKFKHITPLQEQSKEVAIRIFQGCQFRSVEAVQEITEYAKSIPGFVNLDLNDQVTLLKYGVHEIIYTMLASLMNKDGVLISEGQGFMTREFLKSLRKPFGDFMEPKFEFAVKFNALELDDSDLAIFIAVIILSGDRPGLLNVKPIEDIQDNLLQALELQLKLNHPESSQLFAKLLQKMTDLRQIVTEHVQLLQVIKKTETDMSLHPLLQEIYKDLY
PPARg SRC2 recr = PPARgamma-driven SRC-2 recruitment agonism. activation, % at 8 µM. hit rate 0.34% among 200,000. PPARgamma LBD-SRC-2 recruitment, biochemical. P37231; in the data active = activation above about 22%;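 note: 0% = vehicle and 100% = reference agonist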
TNAP inh hi DEA = TNAP (human) inhibition, high acceptor; inhibition, % at 20 µM; P05186; purified TNAP, CDP-star luminescence, 1 M DEA; hit rate 0.03% among 200,000; AID 1135;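 active = over 50% inhibition of tissue-nonspecific alkaline phosphatase at 20 µM in the single-dose screen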;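 note: plate controls were DMSO wells for no effect and EDTA-quenched wells as full inhibition for full effect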
bIAP activator = intestinal alkaline phosphatase (bovine) activation. purified bovine IAP, CDP-star luminescence, 30 min; stronger effect = higher value; fold of DMSO-control signal, blank-subtracted. activation factor at 20 µM. hit rate 0.17% among 200,000;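 active = activation factor of 2 or more at 20 µM, a signal rise over negative controls twice the positive control's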
bIAP inhibitor = blocks bovine intestinal alkaline phosphatase activity. purified bovine IAP, CDP-star luminescence, 30 min. inhibition, % at 20 µM. 190,000 tested, under 10 active;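 active = over 50% inhibition of intestinal alkaline phosphatase at 20 µM in the single-dose screen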
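test system = bovine IAP enzyme | medium = DEA buffer 100 mM, pH 9.8, with MgCl2 1.0 mM, ZnCl2 0.02 mM | detection = luminescence | dosing = single compound dose of 20 µM, 2% DMSO final | incubation = 30 min reaction at room temperature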
Efa HMGR inh = E. faecalis class II HMG-CoA reductase inhibition; purified E. faecalis HMGR, NADPH absorbance 340 nm kinetic; inhibition, % at 10 µM; hit rate 0.41% among 190,000;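 active = inhibition above a set limit, the median over all tested compounds plus 3 SD, cut at about 9.5% in these data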;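 note: enzyme runs in reverse so mevalonate oxidation gives rising NADPH absorbance; 0% = complete reaction with DMSO and 100% = background rate lacking mevalonate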
PPARg SRC3 recr = agonists of human PPARgamma SRC-3 coactivator recruitment. P37231. biochemical PPARgamma/SRC-3 coactivator recruitment assay. activation, % at 8 µM. hit rate 0.26% among 200,000; in the data active = activation above about 23%;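 note: 0% = DMSO and 100% = reference agonist; some compounds past the cut are filed as inactive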
Numbers without * were called inactive; nt = not tested or not shown.

[1] O=C(CN1C(=O)NC2(CCCCC2)C1=O)Nc1ccc2c(c1)CCC2
[2] Cc1ccc2nc(Cl)c3cc(C(=O)NCCCN4CCCC4)sc3c2c1
[3] C[C@@H](NC(=O)c1nc[nH]c1C(=O)N[C@@H](Cc1ccccc1)C(=O)OC(C)(C)C)c1ccccc1
[4] CCN(CC)S(=O)(=O)c1ccc(NC(=O)CN(c2cccc(F)c2)S(C)(=O)=O)cc1
[5] CCOC(=O)CSc1nc2ccccc2c(=O)n1Cc1ccco1
[6] O=C(CCn1c(=S)[nH]c2cc3c(cc2c1=O)OCO3)N1CCc2ccccc2C1
screen / no.,1,2,3,4,5,6
TNAP act hiacc,1,1.1,1,1,1.1,1
TR-FRET SRC-2 ct,1737,1622,1545,1661,1578,1459
TNAP inh noacc,-14,-7,-4,-2,-1,-7
PPARg SRC1 recr,3,-1,-3,-5,-3,-10
PPARg SRC2 recr,2,13,10,-3,4,-2
TNAP inh hi DEA,-3,-5,-2,0,-8,-2
bIAP activator,0.9,1,1.1,1,0.9,0.9
bIAP inhibitor,10,3,-10,3,12,5
Efa HMGR inh,-1,3,-4,0,-1,-3
PPARg SRC3 recr,-2,1,0,-13,3,0

[7] COc1ccc(N2C(=O)CC(Nc3ccc(C(=O)O)cc3)C2=O)cc1OC (centres undefined)
[8] Cc1ccc(-n2nc3c([n+]2[O-])CCc2c-3no[n+]2[O-])cc1
[9] CN(Cc1ccccc1)Cc1nc2scc(-c3ccccc3)c2c(=O)[nH]1
[10] Cc1cc(NC(=O)CSc2nc3c(c(=O)n2-c2ccccc2)SC(C)C3)no1 (centres undefined)
[11] O=C(CCCNS(=O)(=O)c1cccc2nsnc12)NCCN1CCN(c2ccccc2F)CC1
[12] O=C1COc2ccc(-c3csc(NCC4CCCO4)n3)cc2N1 (centres undefined)
screen / no.,7,8,9,10,11,12
TNAP act hiacc,1,1.1,1,1,1.1,1.1
TR-FRET SRC-2 ct,1699,1625,1693,1477,1375,1155
TNAP inh noacc,-9,-9,-57,-13,-1,5
PPARg SRC1 recr,5,2,5,4,1,-1
PPARg SRC2 recr,9,12,0,2,0,1
TNAP inh hi DEA,-4,-6,-3,0,-5,-7
bIAP activator,1.1,1,1.8,0.9,1,1
bIAP inhibitor,-13,1,-76,14,2,-1
Efa HMGR inh,-8,-7,-1,-10,-1,2
PPARg SRC3 recr,5,-5,0,2,-5,-2

[13] CC(=Nc1ccccc1)Nc1ccccc1
[14] CCc1c(C)nc2ncnn2c1N1CCC(C(=O)NCc2ccc3c(c2)OCO3)CC1
[15] CS(=O)c1ccccc1COC(=O)Nc1ccccc1 (centres undefined)
[16] O=C(NCc1ccncc1)C(=O)NCC1OCCCN1S(=O)(=O)c1ccccc1 (centres undefined)
[17] COc1ccc(OC)c(NC(=O)CCN2CCCCC2)c1
[18] Cc1ccc(S(=O)(=O)N(CCC#N)C2CCCCC2)c2nsnc12
screen / no.,13,14,15,16,17,18
TNAP act hiacc,1,1,1,1,1,1
TR-FRET SRC-2 ct,1516,1297,1571,1528,1363,1426
TNAP inh noacc,-4,-4,-7,-11,-9,-7
PPARg SRC1 recr,3,-5,7,9,-7,-4
PPARg SRC2 recr,4,-2,8,5,3,-1
TNAP inh hi DEA,4,1,3,-1,-3,-3
bIAP activator,0.9,1,1.2,0.8,0.9,0.9
bIAP inhibitor,11,-2,-16,25,5,9
Efa HMGR inh,4,-2,0,2,-1,-5
PPARg SRC3 recr,-2,-1,-5,-2,-9,5

[19] O=C(Nc1ccc(Cl)cn1)Nc1ccccc1Cl
[20] Cc1cc2ncn(C(=O)c3c(-c4ccccc4)noc3C)c2cc1C
[21] CCc1ccc(C(=O)NC(=S)Nc2ccc3c(c2)OCCO3)cc1
[22] CN(Cc1cc(=O)n2ccsc2n1)C1CCCCC1
[23] NNC(=O)c1cc(Cl)ccc1Cl
[24] Cc1cc(C)n2nc(SCC(=O)c3cccs3)nc2n1
screen / no.,19,20,21,22,23,24
TNAP act hiacc,1,1.1,1,1,1,1.1
TR-FRET SRC-2 ct,1520,1404,1414,1481,1623,1606
TNAP inh noacc,-2,-9,-10,-7,-2,-12
PPARg SRC1 recr,1,1,3,1,8,5
PPARg SRC2 recr,3,0,-8,-5,7,5
TNAP inh hi DEA,1,-5,-1,-3,4,-6
bIAP activator,1,1,0.9,1.1,1,1
bIAP inhibitor,5,4,10,-11,-3,0
Efa HMGR inh,-3,-1,0,-4,-2,-4
PPARg SRC3 recr,0,-6,-3,1,-2,1

The final 2 records of the part before lead into the next:
[23] NNC(=O)c1cc(Cl)ccc1Cl
[24] Cc1cc(C)n2nc(SCC(=O)c3cccs3)nc2n1
[25] O=C1CCCCC1S(=O)(=O)c1ccccc1 (centres undefined)
[26] CC(=O)c1ccc(N2CCN(C(=O)Nc3ccc(F)cc3)CC2)cc1
[27] O=C(CSc1nc(-c2ccco2)cc(C(F)(F)F)n1)NC1CCCCCCC1
[28] Cc1cc(C)nc(NC(=O)c2cccc(Cl)c2)n1
[29] O=C(NN=C1CCN(Cc2ccccc2)CC1)c1ccccc1
[30] O=C(CSc1ccc(-c2ccncc2)nn1)N1CCCCC1
screen / no.,23,24,25,26,27,28,29,30
TNAP act hiacc,1,1.1,1,1.1,nt,1.1,1,1
TR-FRET SRC-2 ct,1623,1606,1408,1432,1556,1554,1681,1713
TNAP inh noacc,-2,-12,-6,-18,nt,6,-38,-16
PPARg SRC1 recr,8,5,-3,-8,0,-1,7,2
PPARg SRC2 recr,7,5,-4,2,0,5,6,7
TNAP inh hi DEA,4,-6,-4,-5,nt,-6,-1,2
bIAP activator,1,1,1,1.1,nt,1,0.9,1.1
bIAP inhibitor,-3,0,-2,-14,nt,-2,13,-10
Efa HMGR inh,-2,-4,0,-4,-4,0,6,-3
PPARg SRC3 recr,-2,1,-2,-1,-4,-16,3,2

[31] CCCc1nnc(NC(=O)c2c(O)c3cccc4c3n(c2=O)CCC4)s1
[32] Cc1ccc2c(CN3C(=O)NC4(CCCCC4)C3=O)cc(=O)oc2c1C
[33] Cc1ccc(-c2nnc(N3CCN(C(=O)CN4C(=O)c5ccccc5C4=O)CC3)c3ccccc23)cc1
[34] CCn1c(SCC(=O)c2ccc3ccccc3c2)nnc1-c1ccco1
[35] O=C(N/N=C/c1ccncc1)c1cc(Br)ccc1OCc1ccccc1
[36] CC1CCC(=NNC(=O)Cc2cccn2C)CC1 (centres undefined)
screen / no.,31,32,33,34,35,36
TNAP act hiacc,1,1.1,nt,1,1,1
TR-FRET SRC-2 ct,nt,1642,1392,1457,1453,1553
TNAP inh noacc,6,-14,nt,3,-4,-9
PPARg SRC1 recr,nt,6,-1,-1,-3,-1
PPARg SRC2 recr,nt,10,-6,-2,5,-6
TNAP inh hi DEA,1,-7,nt,-1,5,-1
bIAP activator,1,0.9,nt,0.9,1,1.2
bIAP inhibitor,0,5,nt,11,1,-23
Efa HMGR inh,nt,1,nt,-2,-8,-7
PPARg SRC3 recr,nt,2,0,-5,2,0

[37] CCOc1cc(CNc2ccc3[nH]c(=O)[nH]c3c2)ccc1OCC(=O)NC(C)(C)C
[38] CNC(=O)C1CC(=O)N(c2ccc(C)cc2)C1 (centres undefined)
[39] N#Cc1ccc(/C=C/C(=O)c2ccc3c(c2)OCO3)cc1
[40] CC1(Cc2cn(CCC#N)c3ccccc23)OCCO1
[41] CCOc1cc(S(=O)(=O)NCc2ccc3c(c2)OCO3)c(C)cc1C
[42] COc1ccc(C(c2nnnn2CCc2ccccc2)N2CCN(C3CCCC3)CC2)cc1OC (centres undefined)
screen / no.,37,38,39,40,41,42
TNAP act hiacc,1,1.1,1,1,1,1.1
TR-FRET SRC-2 ct,1341,1493,1568,1537,1708,1484
TNAP inh noacc,-164,-2,-4,-13,-12,-14
PPARg SRC1 recr,2,2,4,-3,4,5
PPARg SRC2 recr,13,-4,-9,2,5,1
TNAP inh hi DEA,-2,-9,1,-4,-4,-10
bIAP activator,1,0.9,1,0.7,0.6,1.1
bIAP inhibitor,0,9,-5,28,39,-8
Efa HMGR inh,-3,-1,-2,-2,-5,-3
PPARg SRC3 recr,3,0,1,-7,3,4

[43] O=C(O)/C=C\c1ccccc1Oc1ccc(F)cc1
[44] CCOC(=O)c1ccc(S(=O)(=O)NNC(=O)COc2ccccc2C)cc1
[45] C/C=C/C=N/Nc1nc(C)cc(=O)[nH]1
[46] CCC1CCCCN1CCCNC(=O)CCCOc1cc(=O)n(C)c2ccccc12 (centres undefined)
[47] CN(Cc1ccccc1)C(=O)c1ccccc1C(=O)O
[48] COCCCN1C(=O)/C(=C\c2cccs2)C(C(=O)OC)=C1C
screen / no.,43,44,45,46,47,48
TNAP act hiacc,1,1,1,1,1,0.9
TR-FRET SRC-2 ct,1616,1450,1497,1546,1408,1531
TNAP inh noacc,-7,-2,-6,4,-10,0
PPARg SRC1 recr,7,-2,0,-5,4,7
PPARg SRC2 recr,3,-5,5,9,-9,7
TNAP inh hi DEA,0,-1,-3,-2,-2,8
bIAP activator,1,0.7,1.2,1.2,1,0.9
bIAP inhibitor,1,28,-19,-16,-1,8
Efa HMGR inh,-4,2,-6,-1,2,-6
PPARg SRC3 recr,-1,-1,0,3,0,-7

Of the compounds above, 4 contain a Cl atom.
[2] Cc1ccc2nc(Cl)c3cc(C(=O)NCCCN4CCCC4)sc3c2c1
[19] O=C(Nc1ccc(Cl)cn1)Nc1ccccc1Cl
[23] NNC(=O)c1cc(Cl)ccc1Cl
[28] Cc1cc(C)nc(NC(=O)c2cccc(Cl)c2)n1
screen / no.,2,19,23,28
TNAP act hiacc,1.1,1,1,1.1
TR-FRET SRC-2 ct,1622,1520,1623,1554
TNAP inh noacc,-7,-2,-2,6
PPARg SRC1 recr,-1,1,8,-1
PPARg SRC2 recr,13,3,7,5
TNAP inh hi DEA,-5,1,4,-6
bIAP activator,1,1,1,1
bIAP inhibitor,3,5,-3,-2
Efa HMGR inh,3,-3,-2,0
PPARg SRC3 recr,1,0,-2,-16

Next part
[49] Nc1c(-c2cccs2)cnn1-c1nc(-c2ccc(F)cc2)cs1
[50] Cc1cccc(NC(=O)c2cc3c(=O)n4ccccc4nc3n(CC(C)C)c2=N)c1
[51] CCOC(=O)C1C(=O)C=C(c2cccs2)CC1c1ccccc1 (centres undefined)
[52] O=C(O)c1cc(NS(=O)(=O)c2ccc(N3CCOCC3)c([N+](=O)[O-])c2)cc(C(=O)O)c1
[53] CCn1cc(C(=O)N2CCc3ccccc32)c(=O)c2cc(S(=O)(=O)N3CCCC3)ccc21
screen / no.,49,50,51,52,53
TNAP act hiacc,1,1,1,0.9,1
TR-FRET SRC-2 ct,1508,1601,1464,1587,1497
TNAP inh noacc,-9,-7,-5,3,-8
PPARg SRC1 recr,0,4,5,5,-1
PPARg SRC2 recr,0,-1,-2,2,3
TNAP inh hi DEA,0,1,3,8,-2
bIAP activator,1,0.9,1,0.9,1
bIAP inhibitor,-4,8,-2,6,4
Efa HMGR inh,-1,-2,-9,0,-11
PPARg SRC3 recr,8,1,-1,2,-2
